ELG1 genotoxic: inducers of genotoxicity in HEK293T ELG1-luciferase cells. HEK293T ELG1-luciferase reporter, luminescence, 16 h. Potency, µM (series often up to 46 µM), for inactives: at the top dose activity change, positive = activation, usual class: activators. actives 1.3% (n = 330,000). AID 504466; note: % of control where 0% means no effect; nearly all actives have a fitted effect of over 60% in size
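After overnight (16 hr) compound treatment at 37 °C, ELG1-luciferase HEK293T cells were lysed with ONE-Glo; luminescence quantified 30 min later at room temperature.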
uPA surface inh: blocks generation of uPA at the cell surface. actives 0.31% (n = 330,000). Potency, µM (series often up to 38.3 µM), without a hit: at the top dose activity change, negative = inhibition, most hits filed as inhibitors. AID 540303. cell surface uPA generation assay, qHTS; active = well fitted inhibition curve with a large enough effect; inconclusive = small, poorly fitted or top-dose-only effect; inactive = no such curve, though single readings can be large or run the other way; tested in mouse RAW 264.7 cells; note: % is set by controls: 0 for no effect and ±100 for the full control effect; nearly all actives have a fitted effect of over 55% in size
Rab9 prom act: activators of Rab9 promoter; Potency, µM (highest dose often 9.22 µM), without a hit: top-dose activation, negative = inhibition, most hits filed as activators; actives 2.8% (n = 320,000); Huh7 Rab9 promoter-luciferase reporter, luminescence, 24 h; AID 485297; note: % of control where 0% means no effect; nearly all actives have a fitted effect of over 60% in size
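Cell-based reporter: Huh7 stable for Rab9 promoter-driven luciferase, plated in reduced-serum medium with 10% FBS at 1500 cells/well, compound-treated 24 h at 37 °C, luminescence read after 10 min reagent.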
Gal4-VP16 FLuc: counter-screen for ROR gamma inhibitors: Gal4-VP16 reporter; Drosophila S2 Gal4-VP16 UAS-luciferase, luminescence, 20 h; actives 3.5% (n = 310,000); Potency, µM (doses to about 53.6 µM), without a hit: top-dose activity, negative = inhibition, actives largely listed as inhibitors;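 note: Gal4-VP16 expression switched on by copper sulfate through the metallothionein promoter; % is set by controls: 0 for no effect and ±100 for the full control effect; nearly all actives have a fitted effect of over 50% in size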
BRCA1 expr act: BRCA1 expression activation; MCF7-BRCA1-FFLuc reporter, luminescence, 48 h; response scale: scaled: vehicle 0%, 10 µM genistein 100%; Potency, µM (highest dose often 46.1 µM), inactives show at the top dose activation, usual class: activators; actives 1.1% (n = 380,000); note: nearly all actives have a fitted effect of over 80% in size; some results filed as inactive show a strong effect at the top dose
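Cells: MCF7-BRCA1-FFLuc, 2000/well. Exposure: 48 h, 37 °C, 5% CO2. Read: luminescence, 15 min post-substrate. Controls: genistein 10 microM (maximal activation), DMSO (neutral).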
p53 reactivator: restores transcriptional activity of mutant p53; H1299 p53-A138V BP100-luciferase reporter, luminescence, 24 h; Potency, µM (titrated, usually from 92.2 µM), without a hit: at the top dose activity change, positive = activation, actives largely listed as activators; actives 0.063% (n = 320,000); note: % of control where 0% means no effect; nearly all actives have a fitted effect of over 45% in size
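H1299 (p53-null), stable ts p53-A138V + BP100-Luc; 1000 cells/well, Opti-MEM/10% FBS; cpd 4 pt, 1:5; 24 h, 37 deg C, 5% CO2; detection reagent 10 min RT; luminescence.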
NPC1 promoter act: NPC1 promoter activation. Huh7 NPC1 promoter luciferase reporter, 24 h. Potency, µM (doses to about 9.22 µM), for inactives: at the top dose activation, usual class: activators. actives 2.4% (n = 320,000);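 note: % of control where 0% means no effect; nearly all actives have a fitted effect of over 60% in size; reporter is driven by a mutant NPC1 promoter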
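Cells: Huh7 expressing luciferase under the NPC1 promoter, 1500/well. Seeded 2 h, compound added, incubated 24 h at 37 °C. Luciferase reagent, 10 min ambient, then luminescence.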
MBNL1 CUG block: inhibitors of human MBNL1 binding to CUG repeat RNA | TR-FRET MBNL1-His/biotin-(CUG)12 binding, 665/545 ratio | Potency, µM (top dose mostly 57.5 µM), for the others: at the top dose activity change, negative = inhibition, usual class: inhibitors | actives 0.036% (n = 280,000) | AID 2675; active = well fitted inhibition curve with a large enough effect in the signal ratio, with a control signal flat, not every such curve was filed as active; inconclusive = small, poorly fitted or top-dose-only effect, or effect the other way, or a change in a side signal; inactive = no such curve, though single readings can be large or run the other way; the % refers to the signal ratio; note: % is set by controls: 0 for no effect and ±100 for the full control effect
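Inhibition of protein-RNA binding appears as loss of TR-FRET between terbium anti-His antibody on MBNL1-His and streptavidin-XL665 on biotin-(CUG)12. Activity is normalized to buffer-only and uninhibited-complex controls.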
RORgamma inh: ROR gamma (mouse) transcription inhibition; Drosophila S2 Gal4-RORgamma UAS-luciferase reporter, 20 h; P51450; actives 5.4% (n = 310,000); Potency, µM (highest dose often 53.6 µM), inactives show top-dose activity change, negative = inhibition, actives largely listed as inhibitors; note: % is set by controls: 0 for no effect and ±100 for the full control effect; nearly all actives have a fitted effect of over 60% in size
Target sequence (P51450 whole entry, looked up, the tested form may be a part): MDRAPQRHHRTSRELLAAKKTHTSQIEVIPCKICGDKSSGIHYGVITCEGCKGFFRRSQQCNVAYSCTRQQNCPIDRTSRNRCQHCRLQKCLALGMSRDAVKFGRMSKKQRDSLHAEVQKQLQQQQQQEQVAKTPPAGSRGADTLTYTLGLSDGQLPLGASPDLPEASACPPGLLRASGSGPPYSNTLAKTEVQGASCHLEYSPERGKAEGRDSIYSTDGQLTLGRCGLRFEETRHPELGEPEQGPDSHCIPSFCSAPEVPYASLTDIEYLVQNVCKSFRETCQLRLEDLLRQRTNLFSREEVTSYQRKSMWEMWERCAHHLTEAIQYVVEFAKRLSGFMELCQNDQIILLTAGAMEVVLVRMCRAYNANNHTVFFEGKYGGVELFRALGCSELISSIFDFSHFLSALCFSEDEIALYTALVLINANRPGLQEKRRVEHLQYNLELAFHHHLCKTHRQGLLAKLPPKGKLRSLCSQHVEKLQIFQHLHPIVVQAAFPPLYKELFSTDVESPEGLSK
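Drosophila S2 cells stably expressing Gal4-DBD/mouse RORγ fusion under metallothionein promoter plus UAS-luciferase; compound 1 h, then 700 uM CuSO4 induction for 20 h at ambient temperature; inhibition read as reduced luminescence.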
FLuc modulator: counter-screen for miR-21 project: firefly luciferase inhibitors or activators. purified FLuc, Km substrates, luminescence inhibition. Potency, µM (top dose mostly 57.5 µM), without a hit: at the highest dose activity change, negative = inhibition, hits mostly inhibitors. P08659. actives 6.9% (n = 360,000);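 note: plate controls were vehicle for no effect and reference inhibitor for full effect; nearly all actives have a fitted effect of over 55% in size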
Target sequence (P08659 whole entry, looked up): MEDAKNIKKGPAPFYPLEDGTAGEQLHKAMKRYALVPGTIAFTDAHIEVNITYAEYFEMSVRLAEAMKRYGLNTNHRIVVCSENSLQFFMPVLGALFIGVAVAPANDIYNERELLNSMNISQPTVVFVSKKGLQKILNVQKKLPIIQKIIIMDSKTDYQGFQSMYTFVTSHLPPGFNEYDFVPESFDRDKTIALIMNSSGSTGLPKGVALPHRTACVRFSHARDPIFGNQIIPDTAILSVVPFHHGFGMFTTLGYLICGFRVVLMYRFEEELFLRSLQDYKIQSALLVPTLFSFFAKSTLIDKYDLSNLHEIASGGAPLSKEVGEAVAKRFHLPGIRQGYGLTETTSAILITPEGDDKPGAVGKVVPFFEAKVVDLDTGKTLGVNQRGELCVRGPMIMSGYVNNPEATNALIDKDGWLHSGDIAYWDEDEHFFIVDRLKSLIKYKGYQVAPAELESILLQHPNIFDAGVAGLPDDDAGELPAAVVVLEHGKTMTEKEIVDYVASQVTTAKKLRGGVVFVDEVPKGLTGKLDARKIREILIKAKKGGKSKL
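Purified P. pyralis luciferase, 10 nM final, with Km-level 10 uM D-luciferin and 10 uM ATP in 50 mM Tris acetate pH 7.5, 10 mM Mg acetate, 0.01% Tween-20, 0.05% BSA; 6-point qHTS titration about 60 µM downward; luminescence read.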
Active calls of the source: *; ? = inconclusive; / = no result given; [ ] = dose if it differs, or a comment. Unless noted, calls come from the whole dose curve; as a rule, active = well fitted curve in the direction sought with a large enough effect; inconclusive = small, poorly fitted or top-dose-only effect, or another doubt; inactive = no such curve, though single readings can be large; an effect the other way counts as inactive or inconclusive. Potency is the fitted concentration of half-maximal effect.

SMILES	ELG1 genotoxic	uPA surface inh	Rab9 prom act	Gal4-VP16 FLuc	BRCA1 expr act	p53 reactivator	NPC1 promoter act	MBNL1 CUG block	RORgamma inh	FLuc modulator
CCNc1nc(NCC)nc(SCCOC(=O)COc2ccc(Cl)cc2Cl)n1	-0.3%	-8.9%	5.3%	2.4%	-0.7%	-3.5%	-3.9%	-4.5%	20.1%	-0.8%
Cn1cc(SCC(=O)N2CCCc3ccccc32)c2ccccc21	-21.1%	-30.9%	2.1%	-0.6%	1.1%	-0.5%	-4.2%	8.8%	-10.6%	3.6%
O=C(O)c1ccc(C[n+]2c(-c3ccccc3)csc2Nc2ccccc2)cc1	0.6%	-5.4%	0.1%	-17.5%	0.6%	0.8%	1.2%	2.0%	5.62µM*	2.7%
Cc1ccc(OCC(=O)Nc2cccc(O)c2)cc1C	?	-0.2%	?	-10.8%	12.1%	?	?	-2.3%	-3.1%	5.36µM*
CCN(CC)c1ccc(/C=N/NC(=O)c2cnccn2)c(O)c1	18.3µM*	?	-19.0%	5.62µM*	-43.4%	?	-0.5%	14.8%	1.58µM*	9.53µM*
COc1ccc2cc(-c3csc(-c4cccnc4)n3)ccc2c1	12.6µM*	5.0%	?	17.2%	?	16.4%	3.16µM*	7.3%	7.9%	2.13µM*
Cc1noc(C)c1COc1ccc(C(=O)Nc2nnc(CC(C)C)s2)cc1	1.6%	13.3%	-17.8%	/	-23.2%	-6.4%	-8.9%	/	/	-1.7%
O=C(Cc1ccccc1[N+](=O)[O-])NCCCc1ccccc1	7.1%	1.7%	17.5%	-3.5%	50.1%	/	13.1%	10.4%	0.224µM*	-1.8%
CCC(=O)Nc1ccc(-c2nc3ccccc3c(=O)o2)cc1	-10.9%	-12.2%	3.7%	15.8µM*	20.7%	2.4%	-1.2%	-5.0%	-91.6%	1.35µM*
Cc1ccc(C(=O)OCC(=O)NCCC2=CCCCC2)s1	-1.3%	6.9%	-4.7%	-11.8%	4.3%	?	0.9%	10.6%	-8.6%	-9.9%
Cc1ccc(C(=O)Oc2coc(CSc3nnc(NC(=O)C4CC4)s3)cc2=O)cc1C	1.4%	2.4%	-0.4%	-0.2%	-8.8%	-13.3%	-1.4%	3.9%	39.0%	3.5%
Cc1ccccc1C(=O)Nc1nnc(SCC(=O)NCc2ccco2)s1	2.91µM*	?	1.78µM*	?	46.4%	6.2%	1.78µM*	2.4%	-44.5%	1.69µM*
COc1ccc(NC(=O)C2CCCN(C(=O)Nc3cccc(OC)c3)C2)cc1 (stereo not given)	6.6%	1.4%	-0.3%	8.2%	4.3%	-5.3%	0.6%	-2.6%	8.7%	-4.7%
COc1ccc(Oc2cccc(Cl)c2CNC(=O)CC(C)(C)CC(=O)O)cc1	3.1%	3.5%	-16.1%	-17.3%	2.7%	-1.2%	-1.0%	2.6%	32.9%	7.6%
CCOc1ccc(-n2c(SCC(=O)N3CCc4ccccc43)nnc2-c2c[nH]c3ccccc23)cc1	-0.8%	9.1%	-3.4%	8.7%	-70.7%	1.4%	-2.8%	-11.0%	4.0%	0.8%
CC(=O)N1c2ccc(S(=O)(=O)NCCC(=O)N3CCC(C)CC3)cc2CC1C (stereo not given)	-0.9%[9.26 µM]	9.9%	-4.0%	-7.8%	-17.3%	4.0%	0.2%	-6.0%	0.3%	0.8%
CCOc1ccccc1N(CC(=O)Nc1cc(OC)ccc1OC)S(=O)(=O)c1ccccc1	-3.3%	-6.3%	5.2%	-11.0%	-7.0%	5.6%	-1.9%	-0.2%	-11.1%	1.2%
O=C(CC1NC(=S)NC1=O)c1ccc(Cl)cc1 (stereo not given)	-2.0%	-0.8%	-3.6%	-3.3%	-4.0%	-2.0%	0.6%	-1.1%	-8.0%	4.5%
COc1ccc(NC(=O)C(=O)Nc2cccc3cccnc23)cc1OC	6.6%	-1.6%	?	2.82µM*	30.6%	5.1%	0.5%	-1.6%	1.78µM*	-12.8%
COc1cc(/C=N/NC(=O)c2cc3ccccc3[nH]2)ccc1O	-10.8%	4.2%	7.1%	-0.1%	-0.1%	-0.5%	1.8%	5.9%	66.3%	16.9µM*
N/C(=N\OC(=O)c1cccc(Br)c1)c1ccc([N+](=O)[O-])cc1	2.1%	12.9%	0.1%	-15.5%	-9.8%	0.8%	-1.2%	15.1%	-20.0%	?
CC(=O)c1cccc(NC(=O)Cn2cc3c(n2)CCCC3)c1	2.7%	21.3%	-5.5%	-7.7%	0.2%	-1.0%	-0.7%	-5.0%	-6.6%	-1.1%
COc1ccc(-c2cn(-c3cccc(C)c3)c(=O)[nH]2)cc1OC	2.5%	-13.2%	7.3%	-5.7%	33.5%	4.8%	3.1%	3.2%	42.2%	-14.2%
CCOc1ccc2nc(COC(=O)c3ccncc3)c(C(=O)c3ccccc3)[n+]([O-])c2c1	?	-6.0%	1.8%	-4.4%	3.0%	18.9%	7.9%	?	8.9%	?
Cc1ccsc1C(=O)N(C)C1CCS(=O)(=O)C1 (stereo not given)	2.0%	3.5%	-5.0%	/	13.7%	12.9%	-1.7%	/	/	1.4%
SMILES	ELG1 genotoxic	uPA surface inh	Rab9 prom act	Gal4-VP16 FLuc	BRCA1 expr act	p53 reactivator	NPC1 promoter act	MBNL1 CUG block	RORgamma inh	FLuc modulator
COc1ccc(/C=C2\Sc3ccc(C(=O)N4CCc5ccccc5C4)cc3N(C)C2=O)cc1	-4.9%	/	-4.4%	5.1%	/	-5.8%	-5.1%	-0.5%	?	?
N#Cc1c(-c2ccc(Cl)cc2)c(C#N)c(=O)n(N)c1N	1.2%	-3.0%	-7.5%	-4.7%	2.4%	-12.7%	1.1%	-23.6%	33.0%	-0.6%
COC(=O)C1=CN(c2cccc(C(F)(F)F)c2)C=C(C(=O)OC)C1c1ccc(O)c(OC)c1	-0.1%	?	-6.3%	9.3%	-48.7%	2.4%	-1.7%	6.9%	18.5%	?
COCCN(C)C(=O)CC1C(=O)NCCN1CC(c1ccccc1)c1ccccc1 (stereo not given)	-0.8%	0.9%	-1.0%	1.3%	17.5%	3.2%	-4.6%	-0.7%	-6.2%	-2.7%
COc1ccc(-c2csc3nc(-c4ccccc4OC)oc(=O)c23)cc1	1.8%	-17.2%	-7.0%	-19.1%	-19.7%	-11.1%	-2.8%	17.8%	11.2µM*	?
O=C(Nc1ccn(Cc2ccccc2)n1)c1ccc(F)cc1	?	?	2.82µM*	-13.0%	?	24.9%	2µM*	-1.6%	10.0%	6.75µM*
CC(NC(=O)CCNC(=O)N1CCn2c1nc1ccccc12)c1ccccc1 (stereo not given)	0.5%	3.7%	3.6%	-1.3%	4.4%	-0.6%	-10.3%	-1.5%	-6.1%	-0.6%
Cc1ccc(N(CC(=O)NCC2CCCO2)C(=O)Cn2nnc(-c3cccs3)n2)cc1 (stereo not given)	-0.3%	0.1%	-4.5%	-3.6%	-0.6%	-4.9%	-3.3%	4.1%	1.2%	-1.8%
NNC(=O)c1oc2nc(-c3ccccc3)cc(-c3ccco3)c2c1N	-1.0%	-2.2%	-2.5%	-5.8%	-21.9%	0.0%	-3.3%	?	-29.4%	-6.7%
Cc1ccc(NC(=O)N2CCCC(C(=O)O)C2)cc1 (stereo not given)	4.4%	1.9%	-3.3%	-7.3%	27.8%	1.7%	-1.5%	-1.1%	-8.1%	?
O=C(c1cc2ccccc2cc1O)N1CCCC(C(F)(F)F)C1 (stereo not given)	1.8%	?	7.9%	-16.7%	0.7%	12.6%	0.2%	37.9%[activator]	4.0%	-0.6%
Cc1nc2ccc(Cl)cn2c1C(=O)NN	1.3%	-12.2%	-2.3%	?	-32.0%	1.0%	2.7%	3.4%	?	2.4%
CC(=O)NC(c1ccccc1)c1c(O)ccc2ccccc12 (stereo not given)	-4.3%	-2.3%	-12.2%	-2.6%	-24.8%	-0.1%	-2.2%	-7.5%	6.1%	0.3%
O=C(NCCS(=O)(=O)NCc1ccc2c(c1)OCO2)c1ccccc1	4.7%	4.8%	-0.9%	/	-8.1%	-4.5%	0.8%	/	/	5.6%
O=c1c2c3c(sc2nc(NCCO)n1CCc1ccccc1)CCCCC3	0.3%	?	-5.6%	-5.5%	-14.2%	14.8%	-17.1%	10.4%	16.2%	?
CCOC(=O)c1c(C)[nH]c(C(=O)N2CCN(c3ccc(OC)cc3)CC2)c1C	-0.1%	3.3%	1.0%	0.7%	-27.7%	-4.7%	3.2%	-4.8%	44.2%	-8.5%
O=c1[nH]nc(C(F)(F)F)c2nnn(Cc3ccccc3Cl)c12	-2.8%	12.5%	7.8%	-3.7%	-1.0%	5.4%	-6.4%	-0.7%	13.3%	-19.2%

Arranged by length of the SMILES (highest first): some entries from above.
SMILES	ELG1 genotoxic	uPA surface inh	Rab9 prom act	Gal4-VP16 FLuc	BRCA1 expr act	p53 reactivator	NPC1 promoter act	MBNL1 CUG block	RORgamma inh	FLuc modulator
COc1ccc(/C=C2\Sc3ccc(C(=O)N4CCc5ccccc5C4)cc3N(C)C2=O)cc1	-4.9%	/	-4.4%	5.1%	/	-5.8%	-5.1%	-0.5%	?	?
O=C(c1cc2ccccc2cc1O)N1CCCC(C(F)(F)F)C1 (stereo not given)	1.8%	?	7.9%	-16.7%	0.7%	12.6%	0.2%	37.9%[activator]	4.0%	-0.6%
Cc1nc2ccc(Cl)cn2c1C(=O)NN	1.3%	-12.2%	-2.3%	?	-32.0%	1.0%	2.7%	3.4%	?	2.4%

Bioassay records (PubChem BioAssay)
